HSF1 inh – HSF1 inhibition; AID 2098; activity change, negative = inhibition, % at 7.5 µM (by protocol); 300,000 compounds, 0.77% hits; NIH3T3-HGL HSE-luciferase, MG132-induced, luminescence 8 h; active compounds read low;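 active = more than half of replicate wells show activity change below -50%, luminescence cut by over half; inconclusive = some wells, but at most half, below -50%; inactive = no replicate well below -50%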;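 note: luciferase reports HSF-1 transcriptional activity via heat shock element; 0% = median of DMSO wells and -100% = zero luminescence signal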
HSP90 inh – HSP90 refolding inhibition in rabbit reticulocyte lysate; luciferase refolding luminescence, 3 h; inhibition, % at 5.6 µM; 290,000 compounds, 0.91% hits;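 active = inhibition above the screen-wide mean plus 3 SD, computed separately per campaign, cut at about 16% in these data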;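 note: 0% = DMSO wells and 100% = 60 µM geldanamycin wells; inhibitors lower the luminescence because luciferase stays unfolded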
HSF-1 act – increases HSF-1 driven luciferase reporter signal. activation, % at 9 µM. AID 504408. NIH3T3-HGL HSF-1 luciferase reporter, MG132, 8 h; 100% = twice DMSO control signal. 300,000 compounds, 1.7% hits;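 active = mean replicate activation of at least 50% with a set share of replicates each reaching 50%; inconclusive = only one of those two conditions met; inactive = mean below 50% and too few replicates reaching it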;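 note: 0% = median of the neutral control wells and 100% = twice that signal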
IEC-6 tox – IEC-6 cytotoxicity, counter-screen for KLF5 inhibitors. luminescence viability. 290,000 compounds, 0.78% hits. inhibition, % at 5 µM. AID 1825; in the data active = inhibition above about 22%;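 note: 0% = plate median of test compound wells and 100% = cytotoxic reference compound wells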
aSyn UTR inh – 5' untranslated region of α-synuclein, MLPCN primary screen; alpha-synuclein 5'UTR reporter, inhibitor activity; inhibition, % (tested at 7.5 µM); 300,000 compounds, 0.82% hits; in the data active = inhibition above about 60%; inconclusive = no clear call, values can overlap the other calls;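 note: H4 neuroglioblastoma cells stably carrying SNCA 5'UTR luciferase fusion; 0% = DMSO wells and 100% = positive control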
Platelet DG rel – platelet dense granule release activity. 300,000 compounds, 0.22% hits. human platelet-rich plasma, SFLLRN dense granule ATP release, luminescence. inhibition, %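 (compounds screened at 7.5 µM in platelet-rich plasma)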;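 active = mean replicate score, as percent of positive control, at or above 50; inconclusive = mean below 50 but at least one replicate at or above 50; inactive = mean and every replicate below 50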
KLF5 inhibitor – suppresses KLF5 promoter-driven expression; DLD-1 KLF5 promoter-luciferase reporter, luminescence; inhibition, % at 5 µM; 290,000 compounds, 0.23% hits;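 active = inhibition above a per-plate limit of that plate's mean compound inhibition plus 3 SD, cut at about 60% in these data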;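 note: 0% = DMSO wells and 100% = LY294002 at 200 µM; higher means less KLF5 promoter-driven luciferase light; inactives centre near -14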
HIF act – HIF pathway transcriptional activation | U2OS HRE-luciferase reporter, luminescence; normalized: DMSO 0%, desferrioxamine 100% | 300,000 compounds, 0.32% hits | AID 1910 | activation, % at 7.5 µM (by protocol);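 active = mean activation of at least 10% of the iron chelator positive control signal, with at least half of replicates also reaching 10%; inconclusive = mean and replicate majority disagree about reaching 10%; inactive = mean and most replicates under 10%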
HDAC3 inh – human HDAC3 inhibition | O15379 | 320,000 compounds, 0.15% hits | recombinant HDAC3, fluorogenic peptide/trypsin coupled, fluorescence | inhibition, % at 8.3 µM; in the data active = inhibition above about 26%, passing the limit was not always enough; inconclusive = no clear call, values can overlap the other calls
Target sequence (O15379 whole entry, looked up): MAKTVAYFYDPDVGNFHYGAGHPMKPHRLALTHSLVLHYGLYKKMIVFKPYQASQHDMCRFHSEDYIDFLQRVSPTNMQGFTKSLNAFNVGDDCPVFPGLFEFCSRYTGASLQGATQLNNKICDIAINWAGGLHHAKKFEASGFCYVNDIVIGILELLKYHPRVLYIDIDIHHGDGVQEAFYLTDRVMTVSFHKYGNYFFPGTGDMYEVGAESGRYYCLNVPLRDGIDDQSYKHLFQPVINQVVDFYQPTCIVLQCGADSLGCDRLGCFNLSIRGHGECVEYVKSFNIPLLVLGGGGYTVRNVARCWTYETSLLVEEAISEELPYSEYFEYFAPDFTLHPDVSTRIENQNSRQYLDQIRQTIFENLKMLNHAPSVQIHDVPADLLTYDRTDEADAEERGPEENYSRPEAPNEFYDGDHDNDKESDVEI
AI-2 QS mod – modulators of Vibrio harveyi AI-2 quorum sensing system | Vibrio harveyi JMH597 AI-2 luminescence/OD600 ratio, 9 h; active compounds read low; strain lacks LuxN and CqsS sensors; 0 = neutral-control median | activity change, % at 7.5 µM | 300,000 compounds, 0.4% hits | AID 2094; in the data active = activity change below about -75%, passing the limit was not always enough; inconclusive = no clear call, values can overlap the other calls;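 note: luminescence divided by OD600 gain over 9 h not by final OD600 alone; inactives centre near 13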
Starred values were filed as active, the others as inactive; ? = inconclusive; / = not tested or not shown. Random draw from the library; 5% or so of the library scored in one or more.

SMILES	HSF1 inh	HSP90 inh	HSF-1 act	IEC-6 tox	aSyn UTR inh	Platelet DG rel	KLF5 inhibitor	HIF act	HDAC3 inh	AI-2 QS mod
COCCN1Cc2cccc(C(=O)Nc3c(C)cc(C)cc3C)c2C1=O	-5	5	4	-9	14	-2	-29	1.2	0	19
O=C(CSc1nc2ccsc2c(=O)n1CC1CCC(C(=O)O)CC1)c1ccc(Cl)cc1 (stereo not drawn)	6	-1	-6	-2	39	15	-11	0.5	5	33
O=C(CCNc1cc(Cl)cc(Cl)c1)c1cccs1	-4	-2	-3	-2	-94	10	-24	0.3	?	23
CC1CC(C)CN(C(=O)CSc2ccsc2[N+](=O)[O-])C1 (stereo not drawn)	8	2	18	4	-7	-6	2	0.6	-1	-9
O=C(NNC(=S)Nc1ccc(Br)cc1)c1cccnc1	-2	1	-23	2	-28	11	-49	0.5	3	10
CCOc1ccc(CCNS(=O)(=O)c2ccc3c(c2)NC(=O)CC(=O)N3)cc1OCC	-11	-3	-5	-2	10	-2	-11	0.0	4	4
CC(C)(C)C(=O)/C(C#N)=C/c1ccc(O)cc1	2	-1	-9	-6	-9	1	-18	0.8	?	-5
COc1cc(/C=N/NC(=O)c2cc(-c3ccccc3)sc2N)cc(OC)c1OC	5	-6	-7	6	-70	-5	-10	1.5	0	21
CN(C)S(=O)(=O)n1ccnc1	-16	1	-7	2	-5	11	-1	-0.3	1	25
CCCN1C(=O)c2ccccc2NC1c1ccc(OC)cc1OC (stereo not drawn)	-5	0	-4	-5	-2	6	1	-0.2	-40	-16
Cc1ccc(-c2c(NC(=O)c3ccco3)oc3ccccc3c2=O)cc1	3	2	6	0	-9	3	-23	/	3	47
COc1ccc2c(c1)c1nc3ccccc3nc1n2CC(=O)OC(C)C	2	-1	-2	-4	25	-3	-24	0.0	-4	36
CN(C(=O)COC(=O)/C=C/c1ccccc1[N+](=O)[O-])c1ccccc1	9	0	-10	0	-69	14	9	0.6	-12	30
CN1CC=C2C(C#N)=C(N)C(C#N)(C#N)C(c3cccc(Cl)c3Cl)C2C1 (stereo not drawn)	63	0	113*	-4	10	-13	-39	-0.9	-5	11
Cc1ccc2cn[nH]c2c1[N+](=O)[O-]	-11	8	1	12	-44	4	-17	-0.3	-2	7
O=C(O)Cn1c(=O)c(-c2ccccc2)nc2ccccc21	-14	4	-9	6	-3	-4	-22	0.0	-4	14
Oc1ccc(CNC2CCCCC2)cc1	0	-6	1	-8	13	3	5	-0.1	5	5
CN1C(=O)N(C)C2CC1N(C)C(=O)N2C	-8	1	-1	0	19	7	-24	-0.2	-1	27
Cc1nnc(NC(=O)C2CCCN2C(=O)Nc2ccccc2)s1 (stereo not drawn)	-8	-4	6	-4	10	-5	-1	0.2	-2	26
COC(=O)C1(Cc2cc(-c3ccc(Cl)cc3)no2)CCN(C(=O)OC(C)(C)C)CC1	5	1	7	1	-3	5	-47	-0.3	10	17
Cc1ccc(/C=N/NC(=O)CN2CCN(Cc3ccccc3)CC2)o1	-2	-1	8	4	5	6	2	-0.8	2	/
CC(C)CC(=O)NC(=S)Nc1ccc(CN2CCOCC2)cc1	-2	1	-1	-1	5	-2	-4	0.2	1	10
O=C(NCc1ccccc1)c1ccc(Cl)cc1[N+](=O)[O-]	-7	1	-1	-1	3	0	-10	-0.4	-4	-72
Cc1ccc(C)c(N2CCN(C(=O)CN(C)S(=O)(=O)c3ccc4c(c3)CCC(=O)N4)CC2)c1	-1	0	1	-5	13	31	-22	-0.2	4	16
C/C(=N\Nc1ncc(Cl)cc1Cl)c1ccc(S(=O)(=O)NCc2ccco2)cc1	-32	3	-32	4	-141	-11	-75	1.1	7	17
Next structures
SMILES	HSF1 inh	HSP90 inh	HSF-1 act	IEC-6 tox	aSyn UTR inh	Platelet DG rel	KLF5 inhibitor	HIF act	HDAC3 inh	AI-2 QS mod
Cn1cc(P(=O)(N2CCOCC2)N2CCOCC2)cc1P(=S)(N1CCOCC1)N1CCOCC1	-4	4	-6	1	1	-1	0	-0.6	-1	7
Cc1nn(C)cc1CNC(=O)Nc1ccc(Cl)c(Cl)c1	41	4	47	4	-145	-2	-88	2.2	4	10
COC(=O)c1ccc(NC(=O)CSc2nnc(Cc3cccn3C)n2-c2ccc(F)cc2)cc1	3	-3	1	-13	21	12	-11	-0.2	-2	15
CCCNC(=O)CN1C(=O)COc2ccc(S(=O)(=O)N3CC(C)CC(C)C3)cc21 (stereo not drawn)	-2	-1	8	-7	-9	-10	-24	-0.9	-5	8
CSc1nc(-c2ccccc2)nc2c1COC(C)(C)C2	-7	-1	-14	0	5	-16	-3	-0.3	0	23
O=C(COc1ccc(-n2ccnc2)cc1)Nc1cccc(F)c1	-1	15	7	8	-33	6	11	1.5	0	10
NC(=O)N1CC(O)CC1C(=O)Nc1ccc(Cl)c(Cl)c1 (stereo not drawn)	-6	8	-4	5	12	-1	1	-0.7	-3	21
Cn1c(CCCOc2ccc(Cl)cc2Cl)nnc1SCC(=O)Nc1nccs1	23	3	31	-2	-8	9	1	0.6	2	16
O=C(NCc1cccnc1)c1cccc(NS(=O)(=O)c2ccc(Br)cc2)c1	-4	/	-10	/	-26	-1	/	2.3	/	11
[O-]/[N+](=C/c1ccc(F)cc1)c1ccccc1	3	0	7	0	-38	5	-27	2.2	-1	10
COc1cc(C(=O)N2c3ccccc3CC2C)cc(OC)c1OC (stereo not drawn)	1	-2	-17	-4	7	-7	11	0.9	4	9
CCOc1ccccc1-c1nc(CN2CCN(C(=O)c3ccco3)CC2)c(C)o1	0	-4	11	-9	21	-9	-5	0.1	2	10
CCCCc1nnc(NC(=O)C2CC(=O)N(c3ccc4c(c3)OCCO4)C2)s1 (stereo not drawn)	-7	0	-7	2	-10	25	-3	-0.3	-7	17
N=c1sc2ccccc2n1-c1ccccc1	-7	2	2	1	27	-5	-15	0.6	4	3
CC(=O)Nc1ccccc1C(=O)C(=O)Nc1cccc(C(=O)NCc2ccccc2)c1	-6	1	-6	-1	-2	2	-33	-0.4	?	4
COC(=O)c1c([N+](=O)[O-])c(OC)c(OC)c(OC)c1[N+](=O)[O-]	/	2	/	8	-10	-4	-13	0.6	9	-4
Cc1cc(C)n(/N=C/c2cccc(O)c2)c(=O)c1C(N)=O	-11	-4	-19	-1	7	10	5	-0.7	1	0
O=C(c1ccc(Cl)cc1Cl)N1CCSCC1	0	3	-1	7	12	7	-5	0.0	/	11
CCCCNC(=O)CN1C(=O)NC(Cc2ccccc2)(Cc2ccccc2)C1=O	-10	-2	0	3	25	-2	-8	-0.2	8	-2
O=C(CN(C(=O)c1csnn1)c1ccc(Br)cc1)NC1CCCCC1	1	5	7	-5	-13	7	-43	0.1	-2	5
O=C1Nc2ccccc2C12OCC1(CO2)COC2(OC1)C(=O)Nc1ccccc12 (stereo not drawn)	2	4	3	9	23	-9	-39	1.2	-1	-16
CN(C(=O)CN1C(=O)S/C(=C\c2ccccc2)C1=O)C1CCS(=O)(=O)C1 (stereo not drawn)	-86*	4	-89	-6	-6	-2	-19	0.1	-2	12
COc1cnc(-c2ccccn2)nc1Oc1cccc(C(F)(F)F)c1	-10	-1	2	-4	-3	2	-2	-0.9	0	17
CC(=O)c1sc(NC(=O)CN2C(=O)C3CC=CCC3C2=O)nc1-c1ccccc1 (stereo not drawn)	-5	/	-10	/	-6	-2	/	0.1	/	-45
CC1(C)CC(=O)C2=C(C1)NC1=C(C(=O)c3ccccc31)C2c1cccnc1 (stereo not drawn)	4	0	10	-2	-1	-3	12	-0.2	/	9
Additional results follow:
SMILES	HSF1 inh	HSP90 inh	HSF-1 act	IEC-6 tox	aSyn UTR inh	Platelet DG rel	KLF5 inhibitor	HIF act	HDAC3 inh	AI-2 QS mod
CCNC(=O)C(=O)NCc1ccncc1	15	2	?	-1	13	1	1	-0.2	19	17
CCOC(=O)Cc1csc(NC(=O)C(C)(C)CC)n1	5	4	2	4	-44	-1	-46	1.6	-1	16
O=C(CCN1C(=O)C2CCCCC2C1=O)Nc1nc(-c2ccccc2)cs1 (stereo not drawn)	7	1	29	1	-65	10	-53	0.4	-3	15
O=C1c2ccccc2C(=O)N1Cc1nc2ccccc2c(=O)n1CCCn1ccnc1	/	6	/	3	/	/	13	/	/	16
COc1ccc(N2CCN(C(=O)Cn3c(=O)[nH]c4ccsc4c3=O)CC2)cc1	-4	3	-4	-2	-13	-1	-6	-0.7	2	8
CCn1cc(C(=O)N[C@@H](CCSC)C(=O)NCCO)c(=O)c2cc3c(cc21)OCO3	-6	0	8	-3	7	7	-6	-2.2	1	12
CCc1nn(C)c2c(=O)c(=O)c2n(C)[nH]1	1	4	2	4	-11	-11	7	-0.1	3	14
O=c1cc(N2CCC(Cc3ccccc3)CC2)[nH]c(=O)n1C1CCCCC1	-6	1	20	4	22	11	-31	-0.4	2	24
Cc1csc(=O)n1CC(=O)OCc1cccc2ccccc12	16	-2	26	0	-90	0	-9	3.9	1	18
COC(=O)c1ccc(NC(=O)Cn2nc(SC)n(N)c2=S)cc1	9	-1	-1	4	6	30	-8	0.1	-5	31
CCN(CC)S(=O)(=O)c1ccc(NC(=O)COC(=O)CCc2cc(OC)c(OC)c(OC)c2)cc1	11	1	4	7	4	13	-15	-13	8	53
Cc1ccc(S(=O)(=O)NC(N)=NCCc2ccccc2)cc1C	-18	-7	-35	5	16	-5	5	0.0	5	8
O=C(NCc1nc2ncc(Br)cc2[nH]1)c1ccccc1	6	0	8	-1	-5	0	-8	0.1	2	-5
O=C(COc1ccccc1)N1CCN(S(=O)(=O)c2cccs2)CC1	-5	2	-5	-2	-21	-3	-28	0.2	-5	6
COc1ccc(CNS(=O)(=O)NCc2ccc(OC)c(OC)c2)cc1OC	6	0	-3	5	-8	2	-10	0.3	1	18
Cc1ccc(NC(=O)CSc2nnc(-c3ccccn3)n2C)cc1	-6	0	-5	-3	9	0	-34	0.2	-6	8
COc1ccc(-n2c(COc3cccc(C)c3)n[nH]c2=S)cc1	?	3	-59	6	-1	-10	-17	0.1	8	28
CN(C)c1ccc(C(=O)OCC(=O)Nc2ccc(N3CCOCC3)cc2)cc1	6	5	9	-1	-17	2	11	-0.2	-3	23
Cc1ccc(S(=O)(=O)NC(=O)Nc2cc(C)on2)cc1	0	-2	1	5	5	8	-29	0.2	4	14
CCOc1ccccc1OCCCC(=O)OCC(=O)Nc1cccc(Cl)c1	-3	-2	-3	-3	11	-6	-14	0.0	1	10
O=C(NOC(=O)c1c(F)cccc1Cl)c1ccc(Cl)c(Cl)c1	1	1	29	7	-33	-9	-40	2.1	-10	9
CC(C)(C)c1cc(CSC(=S)NC2CCS(=O)(=O)C2)c(Br)c(C(C)(C)C)c1 (stereo not drawn)	-3	-2	-12	-4	-20	2	-27	-0.7	-6	36
Cn1c(=O)oc2cc(S(=O)(=O)NCCN3CCN(c4ccccc4)CC3)ccc21	-2	-1	-16	2	-3	7	-21	0.4	-4	15

Arranged by value in HDAC3 inh (high to low): three of the compounds above
canonical_smiles	HDAC3 inh
Cc1ccc(S(=O)(=O)NC(=O)Nc2cc(C)on2)cc1	4
COc1ccc(CNS(=O)(=O)NCc2ccc(OC)c(OC)c2)cc1OC	1
O=C(NOC(=O)c1c(F)cccc1Cl)c1ccc(Cl)c(Cl)c1	-10
